PMI inhibitors: inhibitors of human PMI, primary screen, biochemical, fluorescence intensity, coupled assay (AID 1209). inhibition, % at 20 µM, or IC50 in µM where a hit was titrated. Mannose-6-phosphate isomerase (Homo sapiens). hit rate 0.42% among 190,000. purified PMI enzyme, coupled fluorescence intensity; higher % means a stronger effect;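 further: plate controls were DMSO vehicle for no effect and wells lacking substrate for full effect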
Myeloid diff MLP: induction of myeloid progenitor differentiation, primary screen, cell-based, flow cytometry, MLPCN library; ER-HoxA9 myeloid progenitors, lysozyme-GFP differentiation; calls only at 10 µM; hit rate 1% among 360,000;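 active means normalized GFP-positive differentiation at or above the plate's own cutoff, the solvent-only control mean plus 3 SD; inconclusive means no clear call, values can overlap the other calls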;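 further: cells exposed to compound for four days before flow analysis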
Siah-1 displacement: Siah-1 peptide-binding antagonists, primary screen, biochemical, fluorescence polarization, rhodamine-plectin, uHTS (AID 1817); hit rate 0.02% among 290,000; Siah-1 / rhodamine-plectin peptide fluorescence polarization; higher % means a stronger effect; E3 ubiquitin-protein ligase SIAH1 (Homo sapiens); one-dose displacement, % at 20 µM; IC50 in µM for titrated hits;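 active means displacement of at least 50% at 20 µM, with a fluorescence ratio check between 0.3 and a set limit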;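 further: plate controls were Siah plus tracer with DMSO for no effect and tracer alone without Siah for full effect; strong numbers were not always called active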
WT yeast gro inh: growth inhibition of WT strain, primary screen, mitochondrial fusion inhibitor project, WT and mutant strains, chemical genetic | hit rate 2.1% among 190,000 | mitochondrial fusion phenotypic screen | inhibition, % at 10 µM; in the data active means inhibition above about 58%; tested in S. cerevisiae
human PMI inhibitors: human PMI inhibitors, high substrate, primary screen, biochemical, fluorescence intensity, high mannose 6-phosphate (AID 1220) | Mannose-6-phosphate isomerase (Homo sapiens) | recombinant PMI enzyme, coupled fluorescence intensity; higher % means a stronger effect | inhibition, % at 20 µM; hits with a dose series show IC50 in µM | hit rate 0.66% among 190,000
RSV CPE inhibition: RSV antiviral activity via CPE protection, HEp-2 cells, primary 10 µM value included (AID 2391). CPE inhibition, % at 10 µM, or IC50 in µM where a hit was titrated. HEp-2 cells, RSV-induced CPE inhibition; higher % means a stronger effect. hit rate 0.13% among 310,000; in the data active means a potency from the dose series; inconclusive means CPE inhibition mostly from about 23% at the one dose, without a potency; inactive means the rest, 99 in 100 with CPE inhibition below about 21%; further: strong numbers were not always called active
TNAP activation fold: human TNAP enzyme activators, primary screen, biochemical, luminescent, no phosphate acceptor, uHTS (AID 1001). Alkaline phosphatase, tissue-nonspecific isozyme (Homo sapiens). one-dose activation fold at 20 µM; EC50 in µM for titrated hits. purified TNAP, luminescent activation assay, no phosphate acceptor; higher activation fold means a stronger effect. hit rate 0.03% among 200,000; in the data active means activation fold from about 3, or a potency from the dose series; inactive means the rest, 99 in 100 with activation fold below about 1.6; further: many of its hits are not listed in these tables
XIAP displacement: XIAP antagonists, biochemical, IAP family, fluorescence polarization (AID 1018); displacement, % at 20 µM; hits with a dose series show IC50 in µM; hit rate 0.007% among 200,000; XIAP BIR domain, fluorescence polarization peptide displacement; higher % means a stronger effect; in the data active means displacement above about 50%; further: a part of the inactive calls stands beside numbers as strong as those of hits
Salmonella PhoP GFP: inhibitors of PhoP regulon expression, primary screen, Salmonella Typhimurium, GFP reporter (AID 1863); S. Typhimurium PhoP-regulated promoter GFP reporter, 4 h; higher % means a stronger effect; one-dose inhibition, % at 50 µM; IC50 in µM for titrated hits; hit rate 0.16% among 300,000;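 active means inhibition over 29.93%, a cutoff 3 SD above the screen mean, later confirmed by dose response; inconclusive means inhibition over 29.93% but no dose response follow-up; inactive means inhibition at most 29.93% or unconfirmed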;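 further: 0% = low Mg2+ inducing control and 100% = high Mg2+ repressing control; strong numbers were not always called active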
WT yeast gro inh mutant strain: recorded beside WT yeast gro inh, whose call it bears; inhibition, %; mitochondrial fusion phenotypic screen, mutant strain inhibition
Myeloid diff MLP GFP+ MAC1+ %: second read-out of Myeloid diff MLP, no call of its own (marks repeat the call); GFP+ MAC1+ double positive, %; measured here: differentiation confirmed by MAC1 staining
* hit, by the source's call; i = inactive; ? = inconclusive; . = not tested or not shown. Unless noted, no stated cut-off is given here; in the data, active means inhibition above about 50%; inactive means the rest. Not a hit list; 3.1% or so of the library scored in one or more.

SMILES	PMI inhibitors	Myeloid diff MLP	Myeloid diff MLP GFP+ MAC1+ %	Siah-1 displacement	WT yeast gro inh	WT yeast gro inh mutant strain	human PMI inhibitors	RSV CPE inhibition	TNAP activation fold	XIAP displacement	Salmonella PhoP GFP
COc1ccc(/C=C(\NC(=O)c2ccccc2)C(=O)N2CCN(C)CC2)cc1	.	i	1.0	5%	.	.	.	1.3%	.	.	-1%
COc1ccc2oc(C(=O)c3ccccc3)c(NC(=O)CN3CCN(C)CC3)c2c1	10%	i	1.5	6%	5	28	14%	-1.9%	1	-5.7%	-24%
O=C(c1ccc2ccccc2c1)N1CCN(c2ccc(C(F)(F)F)cn2)CC1	14%	i	0.6	1%	19	11	14%	0.9%	1.1	-14%	-8%
O=c1c2cc(-c3ccccc3)sc2nc2n1N=C(c1cccs1)CS2	.	i	0.2	2%	.	.	.	3.0%	.	.	-2%
Cc1cc(NC(=O)CSc2nnc(-c3ccoc3C)n2N)no1	-6%	i	2.6	0%	12	16	-10%	1.0%	1	-7.7%	10%
CCNc1nc(NCc2ccccc2)nc(Oc2ccc(=O)[nH]n2)n1	5%	i	0.4	-4%	-11	-2	6%	0.5%	1.1	-31%	-1%
COc1ccccc1-n1c(C)nc2cc(C(=O)NCCN3CCOCC3)ccc21	-4%	i	0.5	6%	-5	0	-1%	0.4%	1.1	-8.3%	4%
O=C(Cn1ccc2ccccc2c1=O)N1CCN(c2cccc(Cl)c2)CC1	3%	i	0.6	5%	-21	10	0%	1.4%	1.1	-0.4%	-5%
O=C(c1cccc(Br)c1)N1CCN(C2=NS(=O)(=O)c3ccccc32)CC1	.	i	0.5	3%	.	.	.	0.2%	.	.	9%
O=C(O)c1ccccc1C(=O)Nc1ccccn1	13%	i	0.5	-4%	-10	4	7%	-0.2%	1.1	-0.3%	-1%
COc1cccc(CN2CCN(Cc3cccc4nonc34)CC2CCO)c1 (stereo unspecified)	3%	i	0.0	6%	-2	0	-1%	0.7%	1.1	-1.3%	-9%
CCOC(=O)CN(C(=O)COc1nc(-c2ccccc2)cc(C)c1C#N)c1ccc(F)cc1	.	i	1.5	-3%	.	.	.	2.2%	.	.	-8%
CN1CCN(C(=O)c2ccc3nc(-c4ccccc4)c(-c4ccccc4)nc3c2)CC1	-10%	i	0.2	-4%	6	2	-8%	-0.7%	1	-5.4%	-6%
COC(=O)c1cc(C(=O)Nc2nc3ccccc3[nH]2)cc([N+](=O)[O-])c1	.	i	0.4	-11%	.	.	.	0.5%	.	.	4%
COc1ccc(C(O)c2nc3ccccc3n2C(C)C)cc1 (stereo unspecified)	.	i	0.4	0%	.	.	.	1.6%	.	.	-3%
O=C1c2ccccc2C(=O)N1CCN1CCc2ccccc21	6%	i	1.6	1%	-16	-16	13%	4.6%	1.1	-3.9%	-3%
Fc1ccc(CNC(=S)NC2CCCCCC2)cc1	3%	i	0.7	-2%	71*	63*	-1%	0.9%	1.1	-3.7%	-8%
CN(Cc1ccccc1)C(=O)CNC(=O)Cn1cnc2ccccc2c1=O	9%	i	1.9	-1%	-8	-16	8%	0.5%	1.1	-0.6%	2%
O=C1C(C=NCc2ccco2)=C(O)c2ccccc21	-3%	i	0.7	-1%	7	1	12%	-0.6%	1.1	-3.5%	-1%
COc1cc(NC(=S)NCCCN2CCOCC2)c(OC)cc1Cl	3%	i	0.6	-2%	12	6	6%	1.5%	1.1	-4.0%	0%
O=C(Nc1ccc(S(=O)(=O)N2CCCC2)cc1)c1ccc(Br)o1	.	i	1.1	9%	.	.	.	3.0%	.	.	0%
Cc1ccc(S(=O)(=O)N2CCN(S(=O)(=O)N3CCCCCC3)CC2)cc1	3%	i	0.3	-2%	12	-7	3%	-0.6%	1.1	-8.0%	-6%
Cc1ccc(-n2c(=S)[nH]c3sc4c(c3c2=O)CCc2ccccc2-4)cc1	10%	i	0.3	14%	-2	3	24%	11%	1	0.0%	-9%
COC(=O)c1ccc(/C=N/NC(=O)CCSc2nc3ccccc3s2)cc1	3%	.	.	22%	5	-3	-4%	0.8%	1	-1.2%	6%
O=C(CNc1ccccc1)NN=C1CCCC1	6%	i	0.5	-1%	-7	-6	4%	-0.5%	1.2	-7.1%	9%
COc1ccc(CC(NC(C)=O)C(=O)NC2CCN(c3nnnn3-c3ccccc3)CC2)cc1OC (stereo unspecified)	.	.	.	10%	-12	-6	.	-1.1%	1.1	-4.8%	2%
Cc1ccc(C(=O)O/N=C(\N)c2ccc(Br)cc2)cc1C	11%	i	0.8	-5%	-4	11	2%	3.8%	1	-4.5%	-5%
COc1ccc(-c2cc(C(=O)N3CCN(c4ccccc4)CC3)no2)cc1OC	0%	i	0.8	-2%	15	-11	-5%	2.0%	1	-1.2%	10%
CC1N(C)c2cc(NC(=O)c3cccs3)c(P(=O)(Nc3ccc([N+](=O)[O-])cc3)N3CCOCC3)cc2C1(C)C (stereo unspecified)	13%	i	0.3	6%	4	-3	14%	45%	1.1	-5.4%	-8%
COc1cc(CNC(=O)CCn2nc(C)c3c(C)n(-c4ccccc4)nc3c2=O)cc(OC)c1OC	.	i	0.5	-2%	.	.	.	1.6%	.	.	-8%
CCC(C)(C)NC(=O)C(c1cccn1C)N(C(=O)Cn1nnc2ccccc21)c1ccc(OC)cc1 (stereo unspecified)	-4%	i	1.3	-4%	8	4	-4%	-0.6%	1.1	1.7%	10%
COc1ccc(/C=C/C=N/NC(=O)COc2ccc(OC)cc2)cc1	-5%	i	1.6	2%	-13	-5	-3%	1.1%	1.1	-1.5%	4%
O=C1N(c2ccccc2)c2ccccc2C1(O)C(F)(F)F (stereo unspecified)	.	i	0.8	6%	.	.	.	3.9%	.	.	13%
Nc1ccc2[nH]ncc2c1	46%	i	1.9	12%	5	-2	48%	-0.7%	1	-8.5%	0%
CN1Cc2cc(C(=O)c3ccccc3O)cnc2NC1=O	0%	i	0.8	0%	2	1	-6%	3.8%	1.2	-8.0%	8%
CC(c1ccccc1)N1C(=O)/C(=C/c2ccncc2)SC1=S (stereo unspecified)	.	i	0.2	2%	.	.	.	?	.	.	-4%
N#Cc1ccc(NCCc2ccccn2)c([N+](=O)[O-])c1	.	i	0.4	1%	.	.	.	-1.2%	.	.	-6%
CCOc1ccc(NC(=O)c2cc3ccccc3cc2O)cc1	.	i	0.9	14%	.	.	.	3.7%	.	.	2%
CC(=O)Nc1ccc(S(=O)(=O)Nc2nnc(CC(C)(C)C)s2)cc1	.	i	0.3	15%	-5	-17	.	1.3%	1.1	-6.3%	6%
Cc1nn(-c2ccccc2)c(Cl)c1C(=O)N1CCN(c2ncnc3c2cnn3-c2ccccc2)CC1	14%	i	0.9	-1%	38	30	20%	-2.2%	1	-8.4%	-2%

Next section; the last five above are carried over.
SMILES	PMI inhibitors	Myeloid diff MLP	Myeloid diff MLP GFP+ MAC1+ %	Siah-1 displacement	WT yeast gro inh	WT yeast gro inh mutant strain	human PMI inhibitors	RSV CPE inhibition	TNAP activation fold	XIAP displacement	Salmonella PhoP GFP
CC(c1ccccc1)N1C(=O)/C(=C/c2ccncc2)SC1=S (stereo unspecified)	.	i	0.2	2%	.	.	.	?	.	.	-4%
N#Cc1ccc(NCCc2ccccn2)c([N+](=O)[O-])c1	.	i	0.4	1%	.	.	.	-1.2%	.	.	-6%
CCOc1ccc(NC(=O)c2cc3ccccc3cc2O)cc1	.	i	0.9	14%	.	.	.	3.7%	.	.	2%
CC(=O)Nc1ccc(S(=O)(=O)Nc2nnc(CC(C)(C)C)s2)cc1	.	i	0.3	15%	-5	-17	.	1.3%	1.1	-6.3%	6%
Cc1nn(-c2ccccc2)c(Cl)c1C(=O)N1CCN(c2ncnc3c2cnn3-c2ccccc2)CC1	14%	i	0.9	-1%	38	30	20%	-2.2%	1	-8.4%	-2%
CC(=O)c1ccc(N2CCN(C(=O)Cc3n[nH]c(=O)c4ccccc34)CC2)cc1	-18%	i	0.7	-2%	5	8	-6%	-0.5%	1.1	-9.4%	2%
OCC1(Cc2ccc(Cl)cc2)CCN(Cc2ccc(F)c(F)c2)CC1	.	i	0.7	8%	.	.	.	1.1%	.	.	-9%
COC1CCCN(Cc2c(C(=O)N3CCN(C4CCCCC4)CC3)nc3ccccn23)C1 (stereo unspecified)	.	i	1.1	0%	.	.	.	1.2%	.	.	-1%
COC(=O)C1CCN(C(=O)COc2ccc(Cl)cc2)CC1	7%	i	0.2	-2%	11	11	1%	1.7%	1	-13%	11%
Cc1[nH]oc(=O)c1N=Nc1ccccc1	-23%	i	0.4	4%	13	9	-16%	1.5%	1.1	-1.1%	-5%
O=C(O)/C=C/C(=O)Nc1ccc(SC(F)(F)C(F)(F)C(F)(F)F)cc1	-9%	i	0.4	10%	-15	13	2%	-1.1%	1.1	-13%	-1%
Cc1cc(C)n2nc(/C(C#N)=C/c3ccccc3)c(C#N)c2n1	12%	i	3.1	1%	25	6	12%	.	1.1	-2.7%	-9%
COc1ccc(Cc2nc(-c3cccs3)no2)cc1OC	-8%	i	0.6	4%	14	7	-1%	1.2%	0.7	-6.0%	8%
CC1(C)Cc2noc(N)c2C(C)(C)N1O	-37%	i	1.1	1%	0	3	-35%	0.5%	1	-12%	-10%
Brc1cc2c(cc1C1Nc3ccccc3C3C=CCC31)OCO2 (stereo unspecified)	16%	i	1.0	6%	48	1	12%	1.6%	1.6	-9.5%	-4%
CSc1nc(Oc2ccc(Cl)cc2)c2sccc2n1	18%	i	0.8	14%	-3	7	19%	0.9%	1.1	-19%	1%
COC(=O)C1=C(C(=O)OC)[C@@H]2N(C)c3ccccc3[C@@]23C[C@@H](C(=O)OC)N(C(=O)c2cccs2)C3=N1	.	i	1.4	10%	.	.	.	0.2%	.	.	3%
O=C1CCCc2c1cc(-c1ccccc1)n2-c1ccccc1	4%	i	5.7	2%	-10	-1	4%	-0.4%	1.1	0.1%	-4%
CCOc1ccc(NC(=O)N(CCN(C)C)C(C)c2cccnc2)cc1 (stereo unspecified)	.	i	1.0	3%	.	.	.	-0.6%	.	.	0%
O=c1cc(O)nc(SCc2ccccc2)[nH]1	17%	i	1.1	-1%	1	-1	10%	5.1%	1	1.3%	9%
O=C(Nc1ccc2nn(-c3ccccc3)nc2c1)c1cccs1	-3%	i	6.7	9%	2	38	-15%	1.5%	1.1	-5.2%	-25%
N#C/C(=C/c1cn(CC(=O)O)c2ccccc12)C(=O)NCc1ccccc1	-8%	i	0.8	-4%	-11	-10	7%	0.8%	1	-7.1%	-5%

Source: PubChem (several laboratories)
